Bioassay records from PubChem BioAssay.
sPLA2-III inh: Blocks human group III sPLA2 activity. inhibition, % at 12.2 µM. Q9NZ20. 0.56% of 370,000 active. QFRET BODIPY PC-A2 liposome hydrolysis, fluorescence;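 active means inhibition above mean plus 3 SD of compounds lying within the high and low control bounds, cut at about 19% in these data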;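 further: 0% = median of test compound wells and 100% = no enzyme DMSO wells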
PLCb3 inh: PLC-beta3 (human) inhibition, primary screen. Q01970. Purified PLC-beta3, fluorogenic substrate, fluorescence. inhibition, % at 12.2 µM. 0.18% of 370,000 active; in the data active means inhibition above about 11%;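 further: 0% = median of compound wells on plate and 100% = full blocker control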
NR1D1 modulator: modulates human Rev-erb alpha binding to DNA; P20393; Rev-erbα–FITC-DNA binding, fluorescence polarization, 90 min; activity, % at 10 µM; 0.79% of 370,000 active; AID 1259318;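 active means activity above about 14%, limit read from the data; passing the limit was not always enough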;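 further: 0% = DMSO wells with 35 nM protein and 100% = DMSO wells with 750 nM protein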
Tn6 DDE FP: inhibitors of Tn6 peptide binding to human fibrin DD(E). Fibrin DD(E) TRITC-Tn6 fluorescence polarization displacement. inhibition, % at 8.3 µM. 0.21% of 370,000 active. AID 720509;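 active means inhibition above a per-campaign cutoff: mean of compounds within control limits plus 3 SD, cut at about 15% in these data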;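 further: 0% = median of all compound wells on the plate and 100% = blocking peptide control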
Target sequence (P02675 whole entry, looked up): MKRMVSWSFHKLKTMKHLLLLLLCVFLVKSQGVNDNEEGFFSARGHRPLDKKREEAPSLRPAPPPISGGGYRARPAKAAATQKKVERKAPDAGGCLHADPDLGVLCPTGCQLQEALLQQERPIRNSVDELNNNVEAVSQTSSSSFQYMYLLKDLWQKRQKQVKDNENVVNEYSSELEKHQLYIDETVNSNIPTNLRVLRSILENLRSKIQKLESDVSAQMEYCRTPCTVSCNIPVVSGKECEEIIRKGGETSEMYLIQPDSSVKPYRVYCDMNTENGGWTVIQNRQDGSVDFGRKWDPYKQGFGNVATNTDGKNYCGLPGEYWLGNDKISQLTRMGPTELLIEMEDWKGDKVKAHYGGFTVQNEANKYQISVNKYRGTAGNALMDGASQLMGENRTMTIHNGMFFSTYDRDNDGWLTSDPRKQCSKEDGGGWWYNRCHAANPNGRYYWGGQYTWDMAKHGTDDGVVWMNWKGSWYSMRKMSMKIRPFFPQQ
Tn7 DDE FP: disrupts Tn7 cyclic peptide binding to fibrin D-Dimer-E complex | FP displacement of FITC-Tn7 peptide from fibrin DD(E); 0% = median of compound wells per plate | AID 720508 | 0.13% of 370,000 active | P02675 | inhibition, % at 8.3 µM;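 active means inhibition above the mean of compounds falling within the control limits plus 3 SD of them, cut at about 14% in these data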;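 further: 0% = plate median of compound wells and 100% = 10 µM Aha-Tn7 peptide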
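Assay system: human fibrin DD(E) protein / Input: 2 µM fibrin DD(E) / Benchmarks: high control of 10 µM Aha-Tn7 peptide / Measured by: fluorescence polarization of the labelled Tn7 tracer / Medium: Tris buffer with calcium and detergent, pH 7.8 / Timing: 10 min compound pre-incubation, 3 h probe incubation at room temperature / Repeats: one replicate per compound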
proKLK7 act: activates the human kallikrein-7 zymogen; 0.9% of 370,000 active; activation, % at 7 µM; purified proKLK7, EDANS-DABCYL substrate fluorescence; 100% is mature enzyme control, 0% vehicle; P49862;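 active means activation above the mean of all tested compounds plus 3 SD, computed per campaign excluding outliers beyond control limits, cut at about 13% in these data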
PLC-gamma1 inh: blocks human PLC-gamma1 enzyme activity. P19174. purified PLC-gamma1, fluorogenic substrate, fluorescence. inhibition, % at 12.2 µM. 0.84% of 370,000 active. AID 720700; in the data active means inhibition above about 9.5%
ARFGAP1 inhibitor: rat ARFGAP1 inhibition; Q62848; Arfgap1-stimulated ARF1 GTP hydrolysis, GDP FP detection; inhibition, % at 16.5 µM; 0.26% of 360,000 active; AID 651572;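 active means inhibition above a per-plate limit, mean inhibition of low control wells plus 3 SD, cut at about 25% in these data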;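 further: 0% = DMSO wells with enzyme and 100% = wells lacking Arfgap1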
Target sequence (Q62848 1-136 limits assumed): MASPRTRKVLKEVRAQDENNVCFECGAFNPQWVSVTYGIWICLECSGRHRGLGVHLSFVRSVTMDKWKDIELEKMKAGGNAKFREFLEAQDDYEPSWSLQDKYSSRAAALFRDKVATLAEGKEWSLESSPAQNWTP
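Material: rat Arfgap1 catalytic domain, aa 1-136; also added: human ARF1(Δ1-17)-GTP substrate; compound dosing: one concentration, 16.5 µM, DMSO 1.26%; incubation: GTP hydrolysis reaction 2 h at 25 °C; measured by: Tracer-displacement fluorescence polarization with EDTA stop, 620/688 nm; evaluation: % inhibition from polarization; repeats: one replicate per compound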
ASAP1 GAP inh: blocks human ASAP1-stimulated Arf1 GTP hydrolysis | GDP FP detection | inhibition, % at 16.5 µM | Q9ULH1 | AID 624377 | 0.19% of 360,000 active; in the data active means inhibition above about 25%;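 further: 0% = vehicle with enzyme and substrate and 100% = no enzyme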
Target sequence (Q9ULH1 325-724 limits assumed): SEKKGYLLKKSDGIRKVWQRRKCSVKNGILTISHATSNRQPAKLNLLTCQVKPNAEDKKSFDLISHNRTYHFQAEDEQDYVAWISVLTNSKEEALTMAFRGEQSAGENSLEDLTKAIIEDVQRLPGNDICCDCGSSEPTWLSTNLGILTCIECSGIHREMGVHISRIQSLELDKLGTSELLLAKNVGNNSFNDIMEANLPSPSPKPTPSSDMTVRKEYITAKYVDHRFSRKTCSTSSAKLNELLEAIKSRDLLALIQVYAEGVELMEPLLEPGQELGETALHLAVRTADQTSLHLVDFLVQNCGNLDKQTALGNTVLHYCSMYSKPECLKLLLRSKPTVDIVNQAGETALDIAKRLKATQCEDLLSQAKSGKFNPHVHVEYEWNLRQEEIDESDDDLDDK
UHRF1 MBD2 ctr: blocks human UHRF1 binding to methylated DNA; Q96T88; UHRF1 binding to methylated oligo, TR-FRET; inhibition, % at 4.4 µM; 0.75% of 370,000 active; in the data active means inhibition above about 21%;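 further: UHRF1 SRA domain binding a hemimethylated CpG hairpin DNA probe; 0% = median of test compound wells and 100% = reference inhibitor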
Starred values were filed as active, the others as inactive; i = inactive; . = not tested or not shown.

sPLA2-III inh	PLCb3 inh	NR1D1 modulator	Tn6 DDE FP	Tn7 DDE FP	proKLK7 act	PLC-gamma1 inh	ARFGAP1 inhibitor	ASAP1 GAP inh	UHRF1 MBD2 ctr	SMILES
-7	-7	-4	2	3	0.5	-1	2	-17	3	Cc1ccc(C)c(OCc2cc(C(=O)N(C)Cc3ccccn3)no2)c1
3	-4	-7	3	4	-0.1	5	5	-5	1	COc1ccc(S(=O)(=O)N2CCOCC2)cc1C(=O)N(C)Cc1ccccc1F
-4	5	0	3	-1	0.5	1	-2	-5	6	CCn1c(CC(=O)Nc2ccc(C)cc2)nnc1SCC(=O)NCCc1ccccc1
-2	0	-9	-9	1	0.1	-3	-4	15	-4	CC(=O)NC1CC2CCC(C1)N2Cc1ccc(C)cc1 (configuration not stated)
-40	3	5	-5	-3	-0.2	3	3	-17	-3	Cc1ccc(S(=O)(=O)N(CC(=O)Nc2cccc(N(C)S(C)(=O)=O)c2)c2ccc(Cl)c(Cl)c2)cc1
6	-11	-2	1	-8	0.1	-58	10	0	3	O=[N+]([O-])c1cnc(Nc2ccccc2)nc1Nc1ccccc1
1	-4	-10	4	5	0.7	3	8	-9	1	COC(=O)[C@@H]1Cc2c([nH]c3ccccc23)C(C)(C)N1C(=O)CCl
1	-24	-3	2	-1	1.5	-9	6	-8	-3	COc1ccccc1/C=C\C(=O)NCC(=O)N/N=C(/C)c1cccc([N+](=O)[O-])c1
-1	-4	10	1	-7	0.4	2	-6	-7	-5	O=[N+]([O-])c1ccc2nc(-c3cccnc3)[nH]c2c1
-3	6	0	3	-2	-0.2	0	4	-13	-2	C=C(C)COc1ccc(-c2[nH]ncc2Oc2ccccc2OC)c(O)c1
-3	-2	-5	-3	1	-0.1	2	8	-1	4	CC(C)CNC(=O)N1c2ccccc2Sc2ccccc21
-3	-10	-1	-13	-5	-0.1	-9	0	19	-3	CCOC(=O)C1=C(O)/C(=C/c2cc(OC)c(OC)c(OC)c2)N=C1C
1	-7	4	-7	-3	0.1	3	12	13	1	CC(=O)Nc1nc(C)c(CCC2OCCO2)c(=O)[nH]1
-7	4	-7	4	-9	0.5	6	-5	-15	-1	CC(C)(C)S(=O)N1Cc2cc(C(=O)NCC(F)(F)F)nc(-c3cccc(-c4cccc(F)c4)c3)c2[C@@H]1CCO (some centres not stated)
-5	3	-2	-4	1	-0.3	0	-7	3	0	O=C(c1ccc2c(c1)N(Cc1ccc(F)cc1)C(=O)c1ccccc1S2(=O)=O)N1CCN(c2ccccn2)CC1
0	-4	-1	6	-6	0.6	-2	6	-3	-11	O=c1cc(-c2ccsc2)oc2ccccc12
-2	1	2	5	8	0.1	-1	-9	6	0	COc1ccccc1C(=O)Nc1ccccc1C(=O)N1CCCC1
0	-3	2	5	-1	-0.2	-2	11	3	0	COC(=O)c1ccc(CSc2nc3ccccc3c(=O)n2-c2cccc(OC)c2)o1
3	-9	-5	4	-3	0.2	-3	13	1	2	CCOC(=O)C1(CCc2ccccc2)CCN(C(=O)CN2CCOC2=O)CC1
-10	-15	4	6	-8	-1.0	-12	1	2	0	CCC1CSC(Nc2ccc(C(=O)/C=C/c3ccc(Oc4ccccc4)cc3)cc2)=N1 (configuration not stated)
-13	4	0	-3	-4	-0.1	1	5	7	14	CC(C)C[C@H]1CN([C@@H](Cc2ccccc2)CN2CCC[C@@H]2CN2C(=O)C(=O)NC[C@@H]2Cc2ccc(O)cc2)C(=O)C(=O)N1CCc1ccccc1
3	0	11	8	8	-0.1	5	-7	6	6	CC(C)(C)OC(=O)N[C@@H](Cc1ccccc1)C(=O)NCC1CCC(C(=O)N[C@@H](CCC(N)=O)C(=O)O)CC1 (some centres not stated)
4	-3	7	6	4	-0.7	-1	7	1	4	N=C1C(c2nc(-c3ccc(F)cc3)cs2)=C(O)CN1CCCN1CCOCC1
2	0	-3	3	4	0.0	2	7	-1	0	Cc1csc(NC(=O)Cc2c(F)cccc2Cl)n1
3	-1	2	0	-4	0.5	4	3	16	2	Cc1csc(SCC(=O)Nc2sccc2C(N)=O)n1

Part of the list above, showing only NR1D1 modulator.
SMILES | NR1D1 modulator
COc1ccc(S(=O)(=O)N2CCOCC2)cc1C(=O)N(C)Cc1ccccc1F | -7
CCn1c(CC(=O)Nc2ccc(C)cc2)nnc1SCC(=O)NCCc1ccccc1 | 0
CC(=O)NC1CC2CCC(C1)N2Cc1ccc(C)cc1 (configuration not stated) | -9
Cc1ccc(S(=O)(=O)N(CC(=O)Nc2cccc(N(C)S(C)(=O)=O)c2)c2ccc(Cl)c(Cl)c2)cc1 | 5
O=[N+]([O-])c1cnc(Nc2ccccc2)nc1Nc1ccccc1 | -2
COC(=O)[C@@H]1Cc2c([nH]c3ccccc23)C(C)(C)N1C(=O)CCl | -10

Next section:
sPLA2-III inh	PLCb3 inh	NR1D1 modulator	Tn6 DDE FP	Tn7 DDE FP	proKLK7 act	PLC-gamma1 inh	ARFGAP1 inhibitor	ASAP1 GAP inh	UHRF1 MBD2 ctr	SMILES
11	-20	2	4	-1	0.8	-16	.	.	-1	CC(=O)OC12CCCN(C1)/C(=C/c1cccc(N(C)C)c1)C2 (configuration not stated)
-5	-6	29*	3	-4	0.5	0	4	-8	-1	COc1ccc(OC)c2c1sc(=NC(=O)C1COc3ccccc3O1)n2C (configuration not stated)
-14	-2	5	-4	1	0.8	-2	-16	7	-2	Cc1cccc(-c2nc3ccccc3c(=O)n2NC(=O)Cc2ccc(Cl)cc2)c1
-3	-3	11	11	0	-0.2	0	-10	-6	1	CCOc1ccc(CCNC(=O)CN2C(=O)COc3ccc(S(=O)(=O)N4CCOCC4)cc32)cc1
8	-3	-3	-2	0	0.4	3	-11	8	4	Cc1ccc(C(=O)NCC(=O)NCC(=O)OCc2ccc(F)cc2)cc1
-4	0	-3	-3	3	-0.4	-1	7	-19	0	Cc1ccc(NC(=O)CNC(=O)c2ccc(C(C)(C)C)cc2)cc1S(=O)(=O)N1CCOCC1
-4	-21	2	0	-4	0.5	-9	-3	-1	1	Nc1cccc(-c2csc(-n3ncc(C(=O)O)c3C(F)(F)F)n2)c1
2	-1	3	7	8	0.1	1	-5	1	-3	CCC(=O)Nc1sc2c(c1C#N)CCCCC2
2	0	-1	4	-3	-0.2	0	6	-19	-1	COc1cc(/C=N/N2C(C)CCCC2C)cc(Br)c1O (configuration not stated)
-10	0	-1	-1	2	0.8	4	0	11	-3	COc1ccc(NS(=O)(=O)c2ccc(NC(=S)NC(=O)/C=C/c3ccccc3)cc2)nn1
-4	-1	-1	-1	-4	0.6	-1	10	-1	-2	COc1ccc([C@H]2C[C@H](O)C[C@@H](CCn3cc(-c4ccccc4)nn3)O2)cc1
-7	3	0	7	2	-0.1	-2	1	7	1	Cc1ccccc1CSCC(Nc1ccc(C(=O)O)cc1[N+](=O)[O-])C(=O)O (configuration not stated)
0	-209	-4	1	5	0.3	-4	7	3	0	CSc1ccc(Cl)c(C(=O)Nc2ccc(C)cn2)c1
-2	0	-2	-4	0	0.0	2	-5	-5	0	COc1ccc(N(C(=O)CNC(=O)c2ccco2)C(C(=O)NCC2CCCO2)c2ccccc2)c(OC)c1 (configuration not stated)
0	-60	-2	-2	-10	-0.1	-4	1	3	-1	O=C(O)C(Cc1cccs1)c1cccs1 (configuration not stated)
-8	1	-2	-1	5	0.3	-1	-5	6	-2	O=C(COc1ccccc1F)Nc1ccc2c(c1)CCC2
-47	-11	8	-3	-1	0.7	1	-8	-7	3	CNC(=O)/C(C#N)=C1\SC(Cc2ccc(F)cc2)C(=O)N1c1ccccc1C (configuration not stated)
3	-4	0	-3	4	-0.4	1	-8	-11	0	O=C(NO)c1ccccc1C(F)(F)F
2	-8	0	-5	-1	-0.4	0	-4	1	3	c1ccc(-c2csc(Nc3ccccn3)n2)cc1
-8	2	-5	-6	-6	0.2	1	2	7	-1	C[C@H](CO)N1C[C@H](C)[C@@H](CN(C)S(=O)(=O)c2ccccc2)Oc2c(NC(=O)CCC(F)(F)F)cccc2C1=O
-7	-2	1	8	0	-0.5	-2	8	-1	0	O=C(NCc1ccc2c(c1)OCO2)c1ccc(CSCc2ccc(Cl)cc2)o1
9	-8	1	0	3	-0.7	-6	-3	4	26*	CC1CCN(CCc2nc3cc(NC(=O)COc4ccccc4)ccc3n2C)CC1
4	1	5	-6	-3	-0.3	-4	27*	-6	2	CS(=O)(=O)N1CCCC(C(=O)NCc2ccc(F)cc2)C1 (configuration not stated)
5	-2	0	-4	0	-0.2	0	16	20	7	CCOC(=O)c1ccc(N2Cc3ccccc3C2=NC(=O)c2ccncc2)cc1
-3	-2	-1	0	-3	0.7	-4	-1	2	-1	CCc1nc2c(sc3nc4c(cc32)COC(C)(C)C4)c(=O)n1CCN(CC)CC

Brought forward from above: 3 compounds, followed by the next part.
sPLA2-III inh	PLCb3 inh	NR1D1 modulator	Tn6 DDE FP	Tn7 DDE FP	proKLK7 act	PLC-gamma1 inh	ARFGAP1 inhibitor	ASAP1 GAP inh	UHRF1 MBD2 ctr	SMILES
4	1	5	-6	-3	-0.3	-4	27*	-6	2	CS(=O)(=O)N1CCCC(C(=O)NCc2ccc(F)cc2)C1 (configuration not stated)
5	-2	0	-4	0	-0.2	0	16	20	7	CCOC(=O)c1ccc(N2Cc3ccccc3C2=NC(=O)c2ccncc2)cc1
-3	-2	-1	0	-3	0.7	-4	-1	2	-1	CCc1nc2c(sc3nc4c(cc32)COC(C)(C)C4)c(=O)n1CCN(CC)CC
0	i	-1	4	-3	28*	i	5	15	-8	CC(C)(C)n1nnnc1CN(Cc1ccco1)Cc1cc2cc3c(cc2[nH]c1=O)OCO3
8	-10	0	-7	-1	0.3	1	-10	-7	2	O=C(CSc1nc2[nH]c(=O)cc(O)c2s1)Nc1nncs1
-9	-5	0	-4	-10	0.7	2	1	-3	-1	CCCOc1ccc(N2C(=O)CC(N3CCN(c4ccc([N+](=O)[O-])cc4)CC3)C2=O)cc1 (configuration not stated)
-4	3	0	-1	-5	-0.3	3	2	-10	-5	O=C(Nc1nnc(-c2ccc(F)cc2)o1)c1cccc([N+](=O)[O-])c1
3	-37	7	3	-4	0.5	-35	2	7	-1	N#CC(C#N)=C1C=CC=CN1/C(=C\c1ccco1)C(=O)c1ccc(-c2ccccc2)cc1
-35	3	9	-3	4	1.0	3	3	15	3	CCN(CC)S(=O)(=O)c1ccc2c(c1)nc(CCC(=O)OCC(=O)Nc1cc(Cl)cc(Cl)c1)n2C
-4	1	5	0	1	0.9	0	8	-1	-2	CCOC(=O)Nc1ccc([N+](=O)[O-])cc1OC
0	-6	-2	-2	-5	0.2	-1	6	5	6	CCN(CC)C(=O)Nc1ccc(Br)cc1
